GRP78 ERSR act: induces the endoplasmic reticulum stress response in human glioma cells; U87-MG GRP78 promoter luciferase reporter, 16 h; Potency, µM, for the others: top-dose activation, hits mostly activators; 420,000 tested, 0.02% active; AID 602332; further: potency means the concentration at half of the fitted maximal effect; series mostly up to about 76 µM; % of control where 0% means no effect; nearly all actives have a fitted effect of over 35% in size
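ERSR induction read as luciferase luminescence (Bright-Glo, 10 min at room temperature) in stably transfected human U87-MG glioma cells exposed to compounds for 16 h, using GRP78 as sensor.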
D1 antagonist: human D1 dopamine receptor antagonism; HEK293 TREx D1 cells, calcium flux, dopamine EC80; stronger effect = lower value; activity change, negative = inhibition, % at 10 µM; 360,000 tested, 3.2% active; AID 504652; in the data active means activity change below about -30%; further: on the % scale 0 is the no-effect control and ±100 the full control effect
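Tetracycline-induced HEK293 Trex D1 cells, force-coupled to calcium, dye-loaded; compounds added and read 180 s, then EC80 dopamine added and calcium flux tracked kinetically another 180 s.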
D1 ag: agonists of human D1 dopamine receptor. activation, % at 2 µM. HEK293 T-REx D1 cells, calcium flux, agonist mode. 360,000 tested, 1% active. P21728. AID 504660; in the data active means activation above about 30%; further: 0% is about no effect
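Inducible HEK293 T-REx D1 cells, force-coupled to calcium signalling, were plated at 4000 cells/well with tetracycline and held overnight at 30 C. After no-wash calcium dye loading, compound-evoked calcium rise over 180 s flagged agonists.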
Vif-A3G inh: Vif-A3G binding inhibition; 410,000 tested, 0.076% active; Potency, µM (highest dose often 46.1 µM), for the others: top-dose activity, negative = active, most hits filed as inhibitors; HeLa A3G-eYFP + Vif (tagged APOBEC3G with the HIV-1 protein that degrades it), YFP fluorescence, overnight;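 further: potency means the concentration at half of the fitted maximal effect; on the % scale 0 is the no-effect control and ±100 the full control effect; nearly all actives have a fitted effect of over 60% in size; hits raise eYFP signal because A3G escapes Vif-driven loss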
Target sequence (Q9HC16 whole entry, looked up): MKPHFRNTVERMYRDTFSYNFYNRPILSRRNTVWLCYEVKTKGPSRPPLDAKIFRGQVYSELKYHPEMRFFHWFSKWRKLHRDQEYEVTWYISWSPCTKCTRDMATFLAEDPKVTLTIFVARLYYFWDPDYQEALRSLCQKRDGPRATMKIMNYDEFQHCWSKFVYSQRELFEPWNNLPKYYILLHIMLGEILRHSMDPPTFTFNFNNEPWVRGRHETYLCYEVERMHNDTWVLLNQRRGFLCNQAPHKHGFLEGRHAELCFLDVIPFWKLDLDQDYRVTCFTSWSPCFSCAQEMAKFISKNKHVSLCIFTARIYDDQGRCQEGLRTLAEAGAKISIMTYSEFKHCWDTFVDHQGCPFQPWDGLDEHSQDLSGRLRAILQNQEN
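HeLa cells stably expressing Vif and C-terminally eYFP-tagged A3G, seeded overnight at 37 deg C, then exposed to compound by pintool overnight at 37 deg C. Rise in yellow fluorescence (Ex 488/Em 500-530, Acumen) marks blocked Vif-driven A3G degradation.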
RXFP1 agonist: activates the human relaxin receptor RXFP1; Q9HBX9; HEK293T-RXFP1 cAMP TR-FRET, 30 min; response scale: percent of porcine relaxin response, buffer zero; Potency, µM (series often up to 57.5 µM), for inactives: at the top dose activation, most hits filed as activators; 370,000 tested, 0.3% active; further: potency means the concentration at half of the fitted maximal effect; on the % scale 0 is the no-effect control and ±100 the full control effect; nearly all actives have a fitted effect of over 60% in size; many of its hits are not listed in these tables
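HEK293T cells stably expressing RXFP1 were pretreated with the PDE4 inhibitor Ro 20174, exposed to compounds for 30 min at 37C, lysed, and cAMP was read by TR-FRET. Data normalized to buffer (basal) and 29 nM porcine relaxin (100%).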
Vif-A3F inh: blocks the Vif interaction with APOBEC3F. AID 602313. Potency, µM (series often up to 46.1 µM), for the others: at the top dose activity, negative = active. 390,000 tested, 0.2% active. HeLa A3F-eYFP + Vif (tagged APOBEC3F with the HIV-1 protein that degrades it), YFP fluorescence increase; further: potency means the concentration at half of the fitted maximal effect; % of control where 0% means no effect; nearly all actives have a fitted effect of over 65% in size
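HeLa cells stably expressing Vif plus C-terminally eYFP-tagged A3F were seeded, incubated overnight at 37 deg C, dosed with compound, incubated overnight again at 37 deg C. Yellow fluorescence (Ex 488/Em 500-530) reported blocked Vif-mediated A3F-eYFP degradation.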
LDHA inh: LDHA (human) enzyme inhibition; P00338; purified LDHA, NADH/diaphorase-resazurin fluorescence; stronger effect = lower value; activity change, % (values are at about 110 or 230 µM); 480,000 tested, 0.15% active; AID 1347041; in the data active means activity change below about -30%; inconclusive means mostly about -25% to -30%;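 further: plate controls were DMSO wells for no effect and wells without enzyme for full effect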
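Enzyme activity of human lactate dehydrogenase 5 (2 nM; 0.06 mM NADH, 0.2 mM pyruvate, 5 min, RT) is measured via a resazurin/diaphorase fluorescence readout of residual NADH.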
D2 PAM: positively modulates the human D2 dopamine receptor allosterically; potentiation, % at 10 µM; HEK293 T-REx D2, calcium flux, EC20 dopamine potentiation; AID 485347; 340,000 tested, 0.34% active; P14416;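 active means potentiation over 3 SD above the plate norm, cut at about 30% in these data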; further: 0% is about no effect
Target sequence (P14416 whole entry, looked up): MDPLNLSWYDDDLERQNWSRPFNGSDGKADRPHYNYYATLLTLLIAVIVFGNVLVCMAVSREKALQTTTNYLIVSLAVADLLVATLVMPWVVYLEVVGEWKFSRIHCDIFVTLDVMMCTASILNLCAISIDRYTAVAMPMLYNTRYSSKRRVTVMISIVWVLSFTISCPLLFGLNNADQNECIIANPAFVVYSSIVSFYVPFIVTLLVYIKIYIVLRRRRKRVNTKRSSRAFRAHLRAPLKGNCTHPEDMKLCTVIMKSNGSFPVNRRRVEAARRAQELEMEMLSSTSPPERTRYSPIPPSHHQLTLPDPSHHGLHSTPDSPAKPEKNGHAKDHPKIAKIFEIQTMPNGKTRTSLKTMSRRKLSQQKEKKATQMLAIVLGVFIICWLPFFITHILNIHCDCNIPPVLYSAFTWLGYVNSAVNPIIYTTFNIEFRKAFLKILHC
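Potentiation of an EC20 dopamine calcium response measured kinetically over 180 s, after a preceding 180 s compound-only read flagging agonists. Cells: inducible Hek293 Trex D2 line, 4000/well, cultured overnight at 30 C before dye loading.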
D1 potentiator: potentiators of human D1 dopamine receptor | 360,000 tested, 0.036% active | potentiation, % at 10 µM | P21728 | HEK293 TREx D1 cells, calcium flux, dopamine EC20 potentiation; in the data active means potentiation above about 30%; further: 0% is about no effect
Active calls of the source: *; ? = inconclusive; / = not tested or not shown; & = joins results of further samples; ! = repeats disagree. Unless noted, the call rests on the fitted dose curve; in most records, active means well fitted curve in the direction sought with a large enough effect; inconclusive means small, poorly fitted or top-dose-only effect, or another doubt; inactive means no such curve, though single readings can be large; an effect the other way counts as inactive or inconclusive. A portion of the library. The share of hits here may be higher or lower than overall.

SMILES	GRP78 ERSR act	D1 antagonist	D1 ag	Vif-A3G inh	RXFP1 agonist	Vif-A3F inh	LDHA inh	D2 PAM	D1 potentiator
CCN(CC)S(=O)(=O)c1cccc(NC(=O)COC(=O)C2CC3C=CC2C3)c1 (centres undefined)	-5%	-11	15	-8%	-0.2%	-11%	-4	5	-4
S=c1[nH]ncn1NCc1ccc(Cl)cc1Cl	-2%	-4	-1	7%	-0.1%	1%	-2	1	9
COc1ccc(CC(=O)Nc2nc(-c3ccncc3)cs2)cc1	-1%	4	7	-7%	0.1%	-1%	0	-10	-7
O=C(CCc1ccc(O)cc1)N/N=C/c1coc2ccccc2c1=O	-2%	-10	3	1%	4.3%	-6%	-7	-8	-3
CCOc1ccc(CCNC(=O)Cn2nc(CC)n3c(cc4sc(CC)cc43)c2=O)cc1OCC	-3%	-29	1	-2%	7.6%	-3%	-5	20	1
O=C(Nc1ccc(NC(=O)c2cccs2)cc1)c1cccs1	-1%	-2	14	4%	7.8%	-3%	0	/	-12
Cc1ccc2c(CC(=O)N3CCN(S(=O)(=O)c4ccccc4)CC3)coc2c1	2%	-28	4	-1%	-0.8%	-2%	-3	-2	1
NC(=S)N=Nc1c(O)[nH]c2ccccc12	-2%	-12	3	0%	0.6%	4%	12	/	1
Cc1ccc(N2CN(Cc3ccco3)CNC2=S)c(C)c1	-4%	-11	3	-4%	0.0%	-4%	-7	1	7
CC(OC(=O)c1ccc(Cl)c(S(=O)(=O)Nc2ccc(F)cc2)c1)C(=O)NC(N)=O (centres undefined)	-5%	-11	5	-1%	1.6%	-11%	-3	-6	-7
CC(C)(C)c1ccc(-n2ncc3c2CCCC3NC(=O)C2=NNC(=O)CC2)cc1 (centres undefined)	-5%	15	4	5%	0.6%	-1%	-2	12	-2
O=C(COc1ccc(Br)cc1)Nc1ccc(CN2CCOCC2)cc1	2%	-7	24	2%	-1.2%	3%	-2	1	-4
CCC(C(=O)NCCN1CCOCC1)n1c2ccccc2c2nc(=O)cc(C)n21 (centres undefined)	-5%	-2	4	-6%	2.4%	-7%	-6	4	-2
COc1cc(C(=O)ONC(=O)c2ccc(OC(F)F)cc2)cc(OC)c1OC	0%	1	0	1%	-5.2%	0%	16	4	-5
O=C(COC(=O)c1nc(Cl)ccc1Cl)Nc1ncc(Cl)cc1Cl	-4%	-4	1	-5%	23%	8%	0	6	-4
COc1ccc(S(=O)(=O)C(C#N)c2nc3ccccc3nc2N2CCCCC2)cc1 (centres undefined)	5%	-3	5	-19%	4.3%	-11%	1	0	0
O=C(CSc1n[nH]c(-c2cccs2)n1)N1CCCCC1	6%	-14	4	-2%	0.0%	-18%	-1	7	-3
CC1(C)NC(=O)N(CC(O)COc2ccccc2-c2ccccc2)C1=O (centres undefined)	-8%	4	1	1%	0.4%	-7%	-20	8	-4
CCOC(=O)CNC(=O)N1CCCC(CNS(=O)(=O)c2cccs2)C1 (centres undefined)	0%	10	1	4%	3.1%	11%	0	1	-1
COc1ccc(C2NC(=S)NC3=C2N2CCC3CC2)cc1 (centres undefined)	-3%	7	0	2%	2.0%	4%	-11	-8	-4
COc1ccccc1NC(=O)Cn1cc(C(=O)c2ccncc2)c(=O)c2cc(C)ccc21	-1%	4	3	8%	-5.0%	-4%	-5	-10	-2
N#Cc1c(-c2ccc(Cl)cc2)n(O)c2ccccc12	-2%	/	/	-28%	/	-17%	5	/	/
COc1ccc(-c2ccc3oc(-c4ccc(OC)cc4)c(C#CC4(O)CCCCC4)c3c2)cc1	-3%	/	/	4%	/	-1%	0	/	/
COc1cc(NCc2ccccc2O)c2ncccc2c1	0%	-16	4	?	-0.4%	-5%	32	2	-1
Cn1c(=O)c2nc(Cl)c(-c3ccccc3)nc2n(C)c1=O	-5%	10	-1	0%	2.6%	-6%	-8	10	-5

Next section:
SMILES	GRP78 ERSR act	D1 antagonist	D1 ag	Vif-A3G inh	RXFP1 agonist	Vif-A3F inh	LDHA inh	D2 PAM	D1 potentiator
O=C(CCN1CCOCC1)c1ccc(Cl)cc1	-13%	-9	1	-7%	1.3%	5%	-2	7	-4
CC(C)n1cc(NC(=O)COc2ccccc2Cl)cn1	-1%	12	0	4%	1.3%	1%	0	4	-7
Cc1c(=O)n(OCc2ccccc2)c2ccccc2[n+]1[O-]	0%	1	1	?	0.3%	-17%	-3	7	0
COC(=O)c1ccccc1NC(=O)CN1C(=O)NC2(CCCCCCC2)C1=O	-1%	8	3	-1%	-0.9%	9%	4	-7	9
Cc1oc(C(=O)O)cc1COc1ccc2c3c(c(=O)oc2c1C)CCC3	-2%	11	2	-1%	-0.6%	-6%	0	1	-1
O=C1/C(=C\c2ccc(Br)o2)SC(=Nc2ccccc2)N1c1ccccc1	-1%	-2	2	-1%	0.5%	-1%	2	19	-3
CCc1[nH]nc(C(=O)NC2CCCc3c2cnn3-c2cc(C)cc(C)c2)c1C (centres undefined)	-2%	10	2	0%	-1.1%	1%	4	-6	-4
CC1(c2nnc(-c3ccc(F)cc3)o2)CC(c2ccc([N+](=O)[O-])cc2)=NO1 (centres undefined)	-4%	-13	4	2%	1.9%	-2%	-5	-4	7
COc1ccc(OC2CCN(S(=O)(=O)c3ccc(OC)cc3)CC2)cc1	0%&-3%	-36*!	35*	-3%&3%	-4.6%&2.9%	-21%&0%	0&0	3&-7	-2&0
CCO[C@@H]1OC(C(=O)N2CCN(Cc3ccccc3)CC2)=C[C@H](c2ccc(Br)cc2)[C@H]1CCCO	-1%	0	-2	-2%	3.0%	6%	2	-3	-3
COc1ccc(-n2c(N3CCN(C)CC3)nc3sc4c(c3c2=O)CCCCC4)cc1	-4%	-2	4	-4%	4.0%	-3%	-1	11	-8
O=C1c2ccccc2C(=O)c2c1oc(C(F)(F)F)c2C(=O)c1ccccc1	-10%	-7	0	-11%	6.2%	3%	38	4	3
O=C(Cc1c(F)cccc1Cl)NNC(=O)Nc1ccc2c(c1)OCO2	-1%	-3	-1	2%	0.2%	12%	2	7	-2
CCCN1CCCc2cc(CN(CCCN3CCOCC3)C(=O)Nc3ccc(Cl)c(Cl)c3)ccc21	-3%	5	1	3%	4.4%	-7%	6	-9	-5
O=C(O)CC1c2ccccc2CCN1S(=O)(=O)c1cccs1 (centres undefined)	-6%	/	/	-1%	/	3%	1	/	/
COc1ccc(S(=O)(=O)N2CCC3(CC2)CC(=O)c2ccccc2O3)cc1C	-4%	-24	0	0%	2.6%	1%	-7	8	-10
Cc1nn(C(=O)c2ccc(Br)cc2)c(C)c1Sc1ccccc1	-1%	18	4	1%	0.7%	0%	-2	-15	1
CCCCCCC[N+](CC)(CC)CCCCc1ccc(Cl)cc1	-3%&-6%	-24	-1	3%	-0.9%	-6%	1	2	-6
CC(=O)N1CCc2cc(S(=O)(=O)NCCC(=O)Nc3cccc(C)c3)ccc21	-3%	-20	2	2%	2.3%	-13%	4	20	-2
COc1ccc(C2OC(=O)CC2C(=O)NCc2ccc(C)cc2)cc1OC (centres undefined)	-1%	4	-3	-7%	1.5%	2%	-3	5	7
O=C1C(NS(=O)(=O)c2ccc(Cl)cc2)=C(N2CCCCC2)C(=O)c2ccccc21	-5%	-7	2	-12%	2.2%	0%	27	/	0
Fc1ccc2[nH]c(-c3cccs3)cc2c1	5%	-2	0	-6%	3.8%	-10%	7	-1	-3
O=C(Nc1ccc2nc3ccccc3nc2c1)c1ccc(Br)cc1	-1%	9	3	-9%	0.2%	-4%	10	-2	1
Cc1ccc(NC(=O)/C(C#N)=C/c2ccsc2)c(C)c1	0%	-6	1	-4%	1.0%	-15%	-6	7	0
CCCn1c(C)cc(C(=O)COC(=O)c2cc(=O)[nH]c3ccccc23)c1C	-1%	/	/	-1%	/	0%	-2	/	/

Next entries.
SMILES	GRP78 ERSR act	D1 antagonist	D1 ag	Vif-A3G inh	RXFP1 agonist	Vif-A3F inh	LDHA inh	D2 PAM	D1 potentiator
Cc1ccc(S(=O)(=O)N2CCN(C(=O)c3ccccc3)C2C(C)C)cc1 (centres undefined)	-3%	4	3	-1%	5.1%	6%	-8	5	-3
Cc1cc2c(cc1S(=O)(=O)N(C)Cc1ccccc1)OCC(=O)N2	-5%	-29	5	3%	4.5%	-3%	-6	-6	-12
COc1ccccc1N=NC1=C(O)CC(C)(C)CC1=O	4%	-1	3	3%	0.1%	-4%	-3	4	5
Cc1noc(NS(=O)(=O)c2ccc(NC(=O)c3cc4ccccc4o3)cc2)c1C	-5%	/	/	1%	/	-8%	-12	/	/
CCOC(=O)[C@H]1[C@H]2COc3ccc(OC)cc3[C@@H]2N2C(=O)CN(CC3CCCO3)C(=O)[C@@]12C (some centres undefined)	-1%	/	-1	-6%	1.1%	-1%	1	-11	-4
COc1ccc(C)cc1NC(=O)CO/N=C(\N)CC(=O)NC1CCCCC1	-5%	0	6	-1%	0.7%	-4%	-8	-10	/
CCCc1cc(=O)[nH]c(Nc2cc(C)cc(C)c2)n1	-2%	-15	0	-5%	2.0%	1%	3	-18	2
Cc1ccc(-c2nc3c4cnn(-c5cc(Cl)ccc5Cl)c4ncn3n2)cc1	/	5	2	/	-0.1%	/	-8	-1	-1
CCc1ccc(-c2cc(C(=O)Nc3c(C)n(C)n(-c4ccccc4)c3=O)c3ccccc3n2)s1	4%	-16	2	-4%	3.7%	3%	5	0	-1

Record cards, as listed above.
Results for COc1ccc(C)cc1NC(=O)CO/N=C(\N)CC(=O)NC1CCCCC1 → GRP78 ERSR act = -5%; D1 antagonist = 0; D1 ag = 6; Vif-A3G inh = -1%; RXFP1 agonist = 0.7%; Vif-A3F inh = -4%; LDHA inh = -8; D2 PAM = -10; D1 potentiator = /
Results for COc1ccccc1N=NC1=C(O)CC(C)(C)CC1=O → GRP78 ERSR act = 4%; D1 antagonist = -1; D1 ag = 3; Vif-A3G inh = 3%; RXFP1 agonist = 0.1%; Vif-A3F inh = -4%; LDHA inh = -3; D2 PAM = 4; D1 potentiator = 5
Results for CCc1ccc(-c2cc(C(=O)Nc3c(C)n(C)n(-c4ccccc4)c3=O)c3ccccc3n2)s1 → GRP78 ERSR act = 4%; D1 antagonist = -16; D1 ag = 2; Vif-A3G inh = -4%; RXFP1 agonist = 3.7%; Vif-A3F inh = 3%; LDHA inh = 5; D2 PAM = 0; D1 potentiator = -1

Source: PubChem
